miR122 inh – miR-122 Renilla sensor signal increase in Huh7, primary screen, miR-122 inhibitor project, cell-based, single point, plate reader. 340,000 tested, 0.3% active. Huh7 miR-122 Renilla luciferase sensor, 48 h; neutral wells = 0, positive control = 100. AID 602342, 2012. activation (reporter increase), % at 12.5 µM;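 active means mean replicate activation score at least 90 and every replicate individually at or above 90; inconclusive means only one of the two criteria met; inactive means neither criterion met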;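 further: higher luciferase means less miR-122 activity so hits act as miR-122 inhibitors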
FN deposit inh – inhibitors of fibronectin matrix deposition, primary screen, AH1F cells, Alexa488-fibronectin fluorescence, plate reader; AH1F fibroblasts, overnight; inhibition, % at 12.6 µM; 350,000 tested, 0.086% active; AID 743247, 2014;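 active means mean inhibition across replicates of 30% or more, regardless of how many single replicates reach that level; inconclusive means mean under 30% yet at least half of replicates reach 30%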;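 further: positive control wells lacked labelled fibronectin entirely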
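Test system: AH1F fibroblast monolayer depositing Alexa488-labelled fibronectin into matrix. Input: 10000 cells per well. Technique: fluorescence, ex 485 nm, em 525 nm. Buffer or medium: DMEM plus 2% serum, read in PBS. Timing: 1 h cell adhesion before compound, then overnight fibronectin incubation. Compound: single dose, pinned. Read-out basis: inhibition from reduced deposited-fibronectin fluorescence.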
GSIS activator – GLuc luminescence reporter in INS-1E cells, primary screen for activators of glucose-dependent secretion of insulin; INS-1E GLuc reporter insulin secretion, 2-3 h; activation, % at 16.6 µM; 370,000 tested, 0.61% active;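 active means lowest replicate activation of at least 40%, so every replicate reaches that level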;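 further: 0% = median of neutral control wells and 100% = median of IBMX positive control wells; some compounds called inactive have numbers as strong as hits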
PAX8 inh HTS – inhibitors of PAX8-driven TPO luciferase reporter, primary screen, RMG-I cells, single concentration; SteadyGlo, 24 h; inhibition, % at 12.6 µM; 360,000 tested, 1.2% active;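 active means mean replicate inhibition at least 60% with every replicate also reaching 60%; inconclusive means only one of the two criteria is met; inactive means mean below 60% and not all replicates reaching 60%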;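 further: luciferase light reporting Pax8 driven TPO promoter activity; plate controls were median of neutral control wells for no effect and mitoxantrone controls for full effect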
EWS-Fli inh – EWS/Fli-driven NR0B1 reporter inhibitors, primary screen, A673 cells, NR0B1 luciferase, luminescence, MLPCN library; 350,000 tested, 0.67% active; inhibition, % at 12.6 µM; viability-normalised; AID 651661, 2012;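 active means mean inhibition of at least 50% after viability correction, with every replicate also passing that limit; inconclusive means mean reaches 50% but only one of two replicates passes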;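 further: firefly luciferase signal divided by Alamar Blue viability fluorescence both relative to DMSO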
CFTR F508del cor – F508del CFTR correction, initial screen, CFBE line, single point. CFBE cells, YFP halide quenching; stimulated with forskolin plus potentiator P3; % fluorescence drop versus neutral controls. activity (quench increase), % at 7.58 µM. 350,000 tested, 0.36% active. AID 720511, 2013;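 active means mean added fluorescence quench of at least 8% versus neutral control, with both replicates also reaching 8%; inconclusive means only one of the mean or replicate conditions met; inactive means mean below 8% and not both replicates reaching 8%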;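 further: cells transiently co-express mutant CFTR-F508del with the halide-sensitive YFP; corrector assay measuring rescue of mutant channel to the surface after 24 h compound exposure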
DENV2 CPE – inhibitors of DENV2 cytopathic effect, primary screen, cell-based, plate reader, single concentration; DENV2-infected cells, cytopathic effect rescue; CPE inhibition, % at 9.99 µM; AID 651640, 2012; 350,000 tested, 1.7% active; in the data active means CPE inhibition above about 20%, passing the limit was not always enough; inconclusive means no clear call, values can overlap the other calls; tested in BHK-21 cells;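 further: 0% = median of neutral control wells and 100% = median of positive control wells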
Active calls of the source: *; ? = inconclusive; / = no result given; & = joins results of further samples; [ ] = dose if it differs, or a comment.

SMILES | miR122 inh | FN deposit inh | GSIS activator | PAX8 inh HTS | EWS-Fli inh | CFTR F508del cor | DENV2 CPE
Cc1ccccc1S(=O)(=O)Cc1ccc(C(=O)NCCN(C)Cc2ccccc2)o1 | / | -2 | -8 | -4 | / | 0.1 | -1
COc1ccc(NC(=S)Nc2ccc3snnc3c2)cc1 | 10 | -3 | -16 | -68 | -74 | -2.3 | -11
CCCC(=O)Nc1nc2ccc(S(N)(=O)=O)cc2s1 | 1 | -4 | -1 | -20 | -7 | 0.5 | 9
O=[N+]([O-])c1ccccc1NCCOc1ccccc1 | / | -8 | -17 | -168 | / | / | /
COc1ccc(NC(=O)Nc2cccc3c2O[C@@H](CN(C)C(=O)Nc2cccc4ccccc24)[C@@H](C)CN([C@H](C)CO)C3=O)cc1 | -6[16.7 µM] | / | -12 | 22 | 5 | 0.0 | 7
O=C1COc2ccc(C(=O)COC(=O)c3ccc(F)cc3Cl)cc2N1 | / | -3 | 5 | 3 | 2 | -1.5 | 1
CCOC(=O)C1Nc2ccccc2C2C(O)C(O)CC12 (stereo not given) | -2 | 0 | -9 | 16 | -3 | -0.6 | 7
COc1ccc(NC(=O)Nc2ccc3c(c2)C(=O)N([C@H](C)CO)C[C@H](C)[C@@H](CN(C)S(=O)(=O)c2ccccc2)OCCCC[C@H](C)O3)cc1 | -5[16.7 µM] | -1 | 6 | -34 | 18 | -1.3 | 1
COc1cccc(NC(=O)c2csc3c2CCCC3)c1 | -7 | 12 | -12 | -132 | -130 | -0.9 | 2
O=C(CSC1CCCCC1)Nc1ccccc1Br | / | 22 | / | -14 | 17 | / | 5
Cc1nn(C)cc1NC(=O)C[C@@H]1CC[C@H]2[C@@H](COc3ccc(NC(=O)NC(C)C)cc3C(=O)N2C)O1 | -25[16.7 µM] | 3 | 3 | 0 | 11 | -1.2 | -5
OCc1cccc[n+]1Cc1ccccc1 | 4 | -2 | / | -21 | 6 | 0.8 | 4
COc1cccc(NC(=O)CN(C)C(C)C(=O)Nc2ccc(S(=O)(=O)N3CCCC3)cc2)c1 (stereo not given) | / | / | -18 | 6 | 2 | -1.6 | -2
CCN(CC(=O)Nc1ccc(NC(C)=O)cc1)C(=O)/C=C/c1ccc2c(c1)OCO2 | / | 0 | 12 | / | 1 | -1.0 | -3
CC12CCC(C(=O)Nc3ncc([N+](=O)[O-])s3)(OC1=O)C2(C)C (stereo not given) | -8 | / | -1 | / | -3 | 0.9 | -4
COCCNC(=O)CSc1nc2cc(OC)c(OC)cc2c(=O)n1CCc1ccc(S(N)(=O)=O)cc1 | 4 | 4 | -10 | 25 | 13 | -0.1 | 7
S=C(Nc1ccccc1)Nc1nc2ccccc2n1CCOc1ccc(Cl)cc1 | / | 6 | 27 | 2 | / | / | /
O=S(=O)(c1ccc(N2CCN(CCO)CC2)nc1)N1CCOCC1 | -4 | 4 | 14 | -9 | 4 | 1.0 | 7
COc1ccc(NC(=O)C2COc3ccccc3O2)cc1 (stereo not given) | 5 | 3 | -15 | -88 | -96 | -0.9 | 1
COc1ccc(CNC(=O)c2c(O)c3ccccc3n(C)c2=O)cc1 | 1 | -8 | 7 | -17 | 19 | -0.6 | 1
COc1ccc(C2C(Oc3ccccc3)C(=O)N2c2cc(C)ccc2C)cc1OC (stereo not given) | ? | -2 | 9 | / | / | / | /
Cc1ccccc1-n1ncc2c1CC(C)(C)CC2NC(=O)CCN1CCCCC1=O (stereo not given) | 1 | 3 | 16 | -1 | / | -4.4 | 1
COc1ccc(C(=O)NCC(=O)N2CCN(C(=O)c3ccco3)CC2)cc1 | -4 | -2 | 4 | / | 0 | -4.2 | 1
C[C@@H]1CCCCO[C@@H](CN(C)S(=O)(=O)c2cccs2)[C@H](C)CN([C@@H](C)CO)C(=O)c2cc(NC(=O)Nc3ccccc3)ccc2O1 | -1[16.7 µM] | 8 | 18 | 5 | 5 | 0.0 | 13
CC1CC(C)(C)NC(=S)N1CCC(=O)N1CCN(Cc2ccccc2)CC1 (stereo not given) | / | -4 | -7 | -11 | 2 | 0.1 | 17

Just DENV2 CPE, CFTR F508del cor and EWS-Fli inh, for 2 of the compounds above:
canonical_smiles,DENV2 CPE,CFTR F508del cor,EWS-Fli inh
COc1ccc(C(=O)NCC(=O)N2CCN(C(=O)c3ccco3)CC2)cc1,1,-4.2,0
C[C@@H]1CCCCO[C@@H](CN(C)S(=O)(=O)c2cccs2)[C@H](C)CN([C@@H](C)CO)C(=O)c2cc(NC(=O)Nc3ccccc3)ccc2O1,13,0.0,5

Carrying on:
SMILES | miR122 inh | FN deposit inh | GSIS activator | PAX8 inh HTS | EWS-Fli inh | CFTR F508del cor | DENV2 CPE
C[C@@H]1CN([C@@H](C)CO)C(=O)c2cccc(NC(=O)C3CCOCC3)c2O[C@H]1CN(C)Cc1ccc(C(=O)O)cc1 | -7[16.7 µM] | / | 13 | -9 | -3 | -4.4 | -6
C=CCCCCCCCCc1nc(SCC(C)=O)n[nH]1 | / | -6 | / | 7 | -1 | 0.8 | -6
COc1ccc(S(=O)(=O)Nc2ccc3c(c2)CC(=O)N([C@H](C)CO)C[C@H](C)[C@H](CN(C)C(=O)NC2CCCCC2)O3)cc1 | 0[16.7 µM] | / | -7 | -12 | -3 | -2.5 | 16
Cc1cc(C)c(C(=O)Nn2c(C)nc3ccccc3c2=O)cc1C | -3 | -5 | 8 | 15 | -16 | 1.6 | 9
CN(C(=O)/C=C/c1ccc([N+](=O)[O-])s1)c1ccccc1 | 5 | / | 4 | ? | 3 | -4.0 | 3
O=C(NCC[C@H]1CC[C@@H](NC(=O)c2cnccn2)[C@H](CO)O1)Nc1ccc(Cl)cc1 | / | / | -26 | -19 | -99 | -0.5 | 3
O=C(NC1CCCCC1)C(c1cccnc1)N(CCc1ccccc1)C(=O)Cc1cccs1 (stereo not given) | / | -4 | -3 | -9 | 10 | / | 13
C/C=C/c1ccc([C@H]2[C@@H](CO)N(Cc3cccnc3)C23CN(C(=O)CC)C3)cc1 | / | 0 | 13 | 2 | 1 | -1.7 | -7
CCOC(=O)N1CCC(Nc2cc(C)nc3c(-c4ccccc4OC)c(C)nn23)CC1 | -7 | 3 | -23 | 21 | 16 | 5.1 | ?
O=C(Nc1ccc([N+](=O)[O-])cn1)c1ccc(Br)o1 | 0 | -5 | 23 | -72 | / | / | /
COC(=O)c1cc(C(=O)NNC(=O)c2ccc3c(c2)OCO3)cc([N+](=O)[O-])c1 | -1 | -6 | -2 | 3 | -2 | 4.0 | ?
COc1ccc(N(C)S(=O)(=O)c2cccc(C(=O)NC3CCCC3)c2)cc1 | 26 | / | -29 | -13 | 11 | 4.3 | 1
NC(=O)C1CCN(C(=O)/C=C/c2ccccc2[N+](=O)[O-])CC1 | / | 4 | 13 | 9 | -6 | 0.4 | 5
Cc1ccnc(NC(=O)CCC(=O)N(CC(=O)NC2CCCCC2)Cc2ccccc2)c1 | / | -2 | 13 | 12 | 4 | 2.8 | -3
O=S(=O)(Nc1cccc(-c2ccc3nncn3n2)c1)c1cccc(F)c1 | / | 0 | 3 | 4 | -2 | -2.1 | 7
O=C(CN1CCN(c2ccccc2F)CC1)Nc1nnc(C(F)(F)F)s1 | / | 4 | 0 | 2 | 7 | -0.5 | 11
Cc1cccc(S(=O)(=O)N2CC[C@@H]3[C@@H](CO)Nc4ccc(C#Cc5cccc(F)c5)cc4[C@@H]32)c1 | -15[16.7 µM] | 3 | 9 | 4 | -10 | 0.8 | -3
CO[C@H]1CN(C)C(=O)c2cc(NC(=O)C3CCCCC3)ccc2OC[C@@H](C)N(Cc2nccs2)C[C@H]1C | / | -8 | -11 | 5 | 6 | -0.7 | -8
Cc1cc([N+](=O)[O-])nn1Cc1c(F)c(F)c(F)c(F)c1F | -4 | -6 | -5 | / | / | / | /
COCCNC(=O)C1(C)CCCN(C(=O)CCc2ccccc2)C1 (stereo not given) | 2 | 0 | -2 | 2 | -8 | -0.7 | -13
CC(=O)C1=C(O)C(=O)N(c2ccccn2)C1c1ccc(Cl)cc1 (stereo not given) | -6 | -5 | -20 | 15 | -12 | -1.5 | 12
Cc1cc(SCc2ccc(Cl)c(Cl)c2)nc(=O)[nH]1 | -3 | 9 | -26 | -45 | / | -1.4 | -3
Cc1ccccc1S(=O)(=O)N(C)C[C@@H]1OCc2cnnn2CCCC(=O)N([C@H](C)CO)C[C@@H]1C | 0 | 6&-3 | -7&-3 | -13&1&-8 | 0&-2&1 | 0.8&0.2&0.3 | -3&8
N#CCCn1cc(C(=O)CN2C(=O)C(=O)N(C3CCCC3)C2=O)c2ccccc21 | 1 | -7 | -5 | -6 | 0 | 0.9 | -8
CCCNC(=O)Nc1ccc(NC(C)=O)cc1 | / | -6 | 3 | 4 | 5 | 0.3 | -3
Following part.
SMILES | miR122 inh | FN deposit inh | GSIS activator | PAX8 inh HTS | EWS-Fli inh | CFTR F508del cor | DENV2 CPE
COc1ccc(CN(C)C[C@@H]2Oc3c(NS(=O)(=O)c4c(C)noc4C)cccc3C(=O)N([C@H](C)CO)C[C@@H]2C)cc1 | -5[16.7 µM] | / | 20 | / | -15 | -1.7 | 1
O=C(NC1CCN(Cc2ccccc2)CC1)c1ccc2c(c1)[nH]c(=O)n2Cc1ccc(F)cc1 | / | -3 | -6 | 33 | 18 | -1.1 | -1
CCN(CCO)C(=O)c1ccc2nc(Cc3ccc(OC)cc3)oc2c1 | 8 | 0 | -5 | -3 | 3 | 1.4 | 5
Cc1c(NS(=O)(=O)c2cc(C(=O)OCC(=O)c3ccccc3F)ccc2Cl)c(=O)n(-c2ccccc2)n1C | -2 | -1 | -7 | -3 | -7 | 2.3 | -1
CCC(=O)Nc1ccc2c(c1)OC[C@@H](C)N(C(=O)CC)C[C@@H](C)[C@@H](OC)CN(C)C2=O | 7[16.7 µM] | 10 | -3 | / | -2 | -0.9 | /
Cn1c2c(c(=O)n(C)c1=O)C(NC(=O)C(C)(C)C)(C(F)(F)F)C(=O)N2 (stereo not given) | 3 | -2 | / | 3 | / | / | /
O=c1c2cn[nH]c2[nH]c(=S)n1-c1cccc(Cl)c1 | 2 | 0 | 18 | -12 | / | / | /
OC[C@@H]1[C@@H](c2ccccc2)C(c2cccc(Cl)c2)=NN1c1ccccc1 | / | -14 | 9 | 20 | 13 | -1.9 | -9
C[C@H](CO)N1C[C@H](C)[C@H](CN(C)S(=O)(=O)c2ccc(F)cc2)Oc2cc(C3=CCCCC3)ccc2S1(=O)=O | -4[16.7 µM] | / | 11 | / | 20 | 1.0 | 2
O=C(OCC(=O)N1CCN(c2ccccc2)CC1)c1nc(Cl)ccc1Cl | -4 | / | 8 | 12 | 0 | -0.6 | -13
CCOC(=O)[C@@H]1[C@H]2COc3ccccc3[C@H]2N2C(=O)N(c3cccc(Cl)c3)C(=O)[C@]12C | 5 | 1 | 9 | 3 | 0 | 0.6 | 4
O=C(c1ccccc1F)N1CC[C@@H]2[C@H](CO)Nc3ccc(C#Cc4ccccc4)cc3[C@@H]21 | -3[16.7 µM] | -1 | 10 | -2 | -8 | -0.9 | 20
COCCOc1ccc(C(F)(F)F)cc1NC(=O)CN1C(=O)NC2(CCc3ccccc32)C1=O (stereo not given) | / | 7 | -8 | 7 | 11 | 1.5 | -3
CC(C)NC(=O)N(C)C[C@@H]1Oc2ccc(NC(=O)CCN3CCOCC3)cc2C(=O)N([C@H](C)CO)C[C@H]1C | 3[16.7 µM] | / | 16 | 2 | 2 | -4.1 | -2
CC(C)(C)NC(=O)CN(C(=O)C(=O)Nc1ccc2c(c1)OCCO2)N1CCOCC1 | 1 | -4 | 7 | 19 | 1 | -0.4 | -3
